# Screens as filed in PubChem.
# BCLXL inh: blocks human Bcl-xL binding to Bim BH3 peptide; 0.7% of 320,000 active; GST-Bcl-xL / FITC-Bim BH3 peptide fluorescence polarization; inhibition, % at 10.9 µM;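 active means inhibition above the mean of all tested compounds plus 3 SD, cutoff set per campaign, cut at about 30% in these data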;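 further: 0% = DMSO wells and 100% = unlabeled Bim-BH3 peptide competitor; inhibitors lower millipolarization by displacing the labeled peptide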
# Target sequence (Q07817 whole entry, looked up): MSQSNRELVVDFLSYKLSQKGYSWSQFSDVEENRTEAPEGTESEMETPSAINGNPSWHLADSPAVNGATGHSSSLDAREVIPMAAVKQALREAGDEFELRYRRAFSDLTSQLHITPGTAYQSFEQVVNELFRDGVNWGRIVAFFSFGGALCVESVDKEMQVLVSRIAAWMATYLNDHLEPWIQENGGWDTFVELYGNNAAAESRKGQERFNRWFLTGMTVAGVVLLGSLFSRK
# GLD-1 TGE inh: GLD-1-TGE RNA interaction inhibition (C. elegans) | inhibition, % at 5.96 µM | AID 2280 | 0.44% of 320,000 active | Q17339 | purified GLD-1 + fluorescein TGE RNA, fluorescence polarization;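 active means percent inhibition above a per-plate cutoff, the plate mean of test compounds plus 3 SD, cut at about 30% in these data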;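 further: 0% = DMSO wells with GLD-1 and probe and 100% = wells lacking GLD-1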
# PAFAH1B2 FP inh: blocks human PAF acetylhydrolase 1b catalytic subunit 2 | P68402 | recombinant PAFAH1B2, FP-rhodamine activity probe, fluorescence polarization | inhibition, % at 3.39 µM | 1.2% of 340,000 active;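 active means inhibition above the mean of all tested compounds plus 3 SD, cut at about 24% in these data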;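 further: 0% = enzyme with DMSO and 100% = wells lacking PAFAH1B2; many of its hits are not listed in these tables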
# pPAFAH inh: pPAFAH (human) enzyme inhibition. Q13093. recombinant pPAFAH, FP-rhodamine probe fluorescence polarization. inhibition, % at 3.39 µM. 1.5% of 330,000 active. AID 463082;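 active means inhibition above the mean inhibition across the screen plus 3 SD, cut at about 25% in these data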;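 further: inhibitors block binding of the rhodamine activity-based probe so polarization drops; 0% = enzyme with DMSO and 100% = wells lacking pPAFAH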
# PME-1 inh: blocks human protein phosphatase methylesterase 1 | inhibition, % at 5.9 µM | recombinant PME-1, FP-Rh probe fluorescence polarization | Q9Y570 | 0.53% of 320,000 active;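 active means inhibition above the campaign mean of all compounds plus 3 SD, cut at about 26% in these data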;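 further: competitive labeling of PME-1 active site by serine hydrolase directed probe; 0% = PME-1 with DMSO and 100% = wells lacking PME-1 enzyme; inhibitors block probe labeling so polarization falls and inhibition rises; many of its hits are not listed in these tables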
# Target sequence (Q9Y570 whole entry, looked up): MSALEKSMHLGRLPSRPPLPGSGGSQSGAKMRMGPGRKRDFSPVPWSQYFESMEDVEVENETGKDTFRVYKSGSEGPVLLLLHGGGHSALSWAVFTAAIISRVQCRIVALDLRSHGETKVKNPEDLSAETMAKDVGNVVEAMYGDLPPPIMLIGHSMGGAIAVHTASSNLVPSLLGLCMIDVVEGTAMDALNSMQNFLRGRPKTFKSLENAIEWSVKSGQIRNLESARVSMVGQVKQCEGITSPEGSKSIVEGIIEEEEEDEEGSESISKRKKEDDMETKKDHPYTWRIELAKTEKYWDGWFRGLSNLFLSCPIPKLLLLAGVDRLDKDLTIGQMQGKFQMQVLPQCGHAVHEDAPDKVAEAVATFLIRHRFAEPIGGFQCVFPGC
# MEX-5 binding: C. elegans MEX-5 TCR-2 RNA binding activity; Q9XUB2; MEX-5/FITC-TCR2 RNA binding, fluorescence polarization; stronger effect = lower value; activity score (negative = inhibition of binding), % at 10 µM; 0.38% of 300,000 active;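 active means inhibition past about -25% in most replicates, and total fluorescence under double the plate's negative control median, limit read from the data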;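 further: 0% = DMSO and -100% = 5 µM competing unlabeled TCR2 RNA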
# Fam108B inh: blocks mouse Fam108B hydrolase in RBBP9 counter-screen; inhibition, % at 9.51 µM; recombinant Fam108B, FP-Rh probe fluorescence polarization; AID 1947; 0.33% of 300,000 active;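 active means inhibition above the screen mean inhibition plus 3 SD, computed separately per campaign, cut at about 18% in these data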;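 further: inhibitors lower polarization as less probe binds the enzyme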
# MCL1 BIM primary: inhibitors of human MCL1 binding to BIM-BH3 peptide. Q07820. GST-MCL1 / FITC-Bim-BH3 fluorescence polarization. AID 2057. 0.68% of 320,000 active. inhibition, % at 10.9 µM;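 active means inhibition above the mean inhibition of all tested compounds plus 3 SD, set per campaign, cut at about 40% in these data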;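 further: 0% = DMSO wells and 100% = unlabeled Bim-BH3 peptide control; higher means more loss of mP so more displacement of Bim peptide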
# Target sequence (Q07820 whole entry, looked up): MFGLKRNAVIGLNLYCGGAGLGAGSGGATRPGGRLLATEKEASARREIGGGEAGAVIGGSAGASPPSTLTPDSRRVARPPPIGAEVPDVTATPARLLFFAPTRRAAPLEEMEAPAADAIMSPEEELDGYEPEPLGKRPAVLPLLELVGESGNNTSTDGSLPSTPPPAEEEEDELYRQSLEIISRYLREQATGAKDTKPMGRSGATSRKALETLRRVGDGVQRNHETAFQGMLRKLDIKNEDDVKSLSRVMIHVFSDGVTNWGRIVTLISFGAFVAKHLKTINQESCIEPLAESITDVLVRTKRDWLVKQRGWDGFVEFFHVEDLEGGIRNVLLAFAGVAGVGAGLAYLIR
# AHR activator: activators of human aryl hydrocarbon receptor | 2.5% of 320,000 active | AID 2796 | AHR-responsive luciferase reporter cells, luminescence | activation, % at 5 µM; in the data active means activation above about 47%;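 further: 0% = vehicle wells and 100% = reference agonist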
# Active calls of the source: *; nt = no result given. A portion of the library (hit frequency here may not be typical).
SMILES,BCLXL inh,GLD-1 TGE inh,PAFAH1B2 FP inh,pPAFAH inh,PME-1 inh,MEX-5 binding,Fam108B inh,MCL1 BIM primary,AHR activator
O=C(C(c1ccccc1)c1ccccc1)N1CCN(CC(O)COc2ccccc2)CC1 (stereo not given),4,2,-1,2,3,-1.2,-1,2,1
COc1ccc(C(OC(=O)c2ccco2)C(=O)NCC2CCCO2)cc1 (stereo not given),0,1,2,5,0,1.0,-2,-4,-1
COC(=O)c1nn(-c2ccccc2)c(Cl)c1/C=N/OC(=O)c1ccc(Cl)c(Cl)c1,4,11,5,1,-5,0.7,-1,2,0
O=C(CCS(=O)(=O)Cc1ccccc1)NC1CCCCC1,8,0,2,-4,1,nt,-4,8,-2
COc1cc(CN(C)CC2CCCN(CCc3cccc(C(F)(F)F)c3)C2)ccc1O (stereo not given),5,0,1,3,1,2.5,-1,-3,2
CC(=O)c1c(C(C)=O)c(C)n(-c2nc(-c3ccc(C)c(C)c3)c(C)s2)c1C,-3,-7,0,0,5,0.1,-3,2,5
O=C(O)c1ccc(-c2nc(-c3ccc(Cl)cc3Cl)cs2)cc1,-1,-3,-2,0,2,0.1,-3,5,18
COc1ccc(C2c3sc(=O)[nH]c3SC3C4CCC(C4)C23)cc1 (stereo not given),5,4,5,4,0,0.3,-5,-2,-2
Cc1noc(C)c1S(=O)(=O)NCc1ccc(CN(C)C)cc1,0,1,5,3,5,nt,nt,-2,0
COc1cccc(CNC(=O)CCNS(=O)(=O)c2ccc(Br)s2)c1,1,6,5,2,5,-1.3,-3,3,-1
O=C(O)c1ccccc1C(=O)Nc1ccc(-c2csc(-c3ccccc3)n2)cc1,-1,94*,-6,4,0,-3.3,-4,-4,3
O=C(C1CC1)N1CCN(c2ccc([N+](=O)[O-])cc2)CC1,2,-7,nt,1,-2,1.5,2,1,-4
Cn1ncc2c1ncn1nc(CCc3ccccc3)nc21,1,0,-2,4,4,-1.2,-8,4,4
O=C(c1ccc(COc2ccccc2)o1)N1CCN(S(=O)(=O)c2ccccc2Cl)CC1,3,2,4,10,16,nt,nt,1,2
c1ccc(CN2CCC(Nc3nc(-c4cccs4)nc4ccccc34)CC2)cc1,0,4,1,-1,-21,-2.6,-13,-5,4
CCOC(=O)N1CCN(C(=O)CS(=O)(=O)c2cn(Cc3cccc(F)c3)c3ccccc23)CC1,5,-9,-2,-4,0,4.5,4,4,-3
CC(C)C12CN(C(=O)c3ccccc3[N+](=O)[O-])CC(C(C)C)(CN(C(=O)c3ccccc3[N+](=O)[O-])C1)C2=O,0,7,6,-2,2,1.5,-2,1,-2
CCn1c(SCC(=O)c2cc(C)n(C)c2C)nnc1-c1ccccc1,2,3,-2,0,3,-0.3,-1,8,-5
CCC(CC)NC(=O)Nc1ccccc1C,-9,-3,1,-4,-1,-1.7,-2,-12,-3
O=C1CC(Nc2ccc(N3CCOCC3)cc2)C(=O)N1c1cccc(C(F)(F)F)c1 (stereo not given),7,0,3,46*,4,1.9,0,33,14
COC(=O)c1[nH]c2ccc(F)cc2c1NC(=O)Nc1ccc(OC)cc1,7,-2,-1,3,1,-1.7,4,1,13
CSc1sc(C)cc1C=O,4,1,0,2,2,0.9,2,4,-1
CCN(CC)c1ccc(NC(=O)c2cc(Cl)ccc2OC)cc1,4,3,4,15,8,1.4,4,9,45
Cc1cccc(NC(=S)Nc2ccc(Br)cc2)c1,4,3,0,3,3,2.3,0,6,-2
CC1CCCC(C)N1NC(=O)c1ccc(Cl)c(S(N)(=O)=O)c1 (stereo not given),11,6,-3,4,0,-1.5,2,9,1
COc1cc(CNCc2cccs2)cc(Br)c1OC,7,5,-1,-2,-8,-0.5,-4,7,-3
CN(CC(=O)NCCc1ccc(S(N)(=O)=O)cc1)CC(=O)Nc1ccccc1Cl,-16,4,5,-2,-1,nt,nt,-22,0
CCN1CCN(CCCNc2ncnc3nc[nH]c23)CC1,6,-1,-3,3,-1,-2.4,1,8,6
O=C(O)CC(NC(=O)c1sc2ccccc2c1Cl)c1ccc(OC2CCCC2)cc1 (stereo not given),15,9,8,12,-8,-1.0,-5,2,2
CCOC(=O)c1ccccc1NC(=O)Cc1ccc(OC)c(S(=O)(=O)N2CCOCC2)c1,nt,6,3,5,nt,nt,nt,nt,-1
Cc1noc(NS(=O)(=O)c2ccc(NC(=O)CCC3CCCCC3)cc2)c1C,3,5,28*,32*,3,1.3,-1,3,5
Cc1cc(N2CCOCC2)nc(-c2ccccc2O)n1,-7,-10,1,-6,-2,-1.4,-10,-9,25
CC(CNS(=O)(=O)c1ccccc1)(c1ccccc1)N1CCOCC1 (stereo not given),2,2,-2,5,-1,0.4,-4,-5,-4
CC(C)Oc1ccc(/C(O)=C2/C(=O)C(=O)N(CCN(C)C)C2c2ccco2)cc1 (stereo not given),11,5,1,2,3,0.1,0,9,5
COc1ccccc1/C=C/C=NC1C(=O)N(c2ccccc2)[N+](C)=C1C (stereo not given),-1,7,6,2,0,1.9,1,-3,-1
Cn1c(N)c(S(=O)(=O)N2CCN(C(=O)c3ccco3)CC2)c(=O)n(C)c1=O,10,4,-3,1,-3,1.4,5,10,1
CCc1cc[n+](-c2nc([O-])sc2C=O)cc1,122*,99*,4,11,6,-50*,5,136*,-1
CCC(C)c1ccccc1NC(=O)CN(C)CC(=O)Nc1ccccc1SC (stereo not given),1,-1,-1,3,19,1.7,-1,3,0
CC1CC(C)CN(S(=O)(=O)c2ccc3c(c2)oc(=O)n3CC(=O)N2CCOCC2)C1 (stereo not given),7,4,1,4,-3,-0.3,1,-1,-2
COc1cccc(NC(=O)C(Sc2nnc(-c3ccncc3)n2-c2ccc(Cl)cc2)c2ccccc2)c1 (stereo not given),-1,5,-2,-1,-8,2.6,-4,-15,7
Cc1onc(C(=O)NCc2cccs2)c1[N+](=O)[O-],1,-2,3,-2,4,0.3,3,-7,1
O=C(NCC1CCCO1)c1ccc2c(=O)n(Cc3ccc(Cl)cc3)c(=S)[nH]c2c1 (stereo not given),1,16,-1,4,2,2.3,-2,-1,0
O=C(Oc1ccc(C(=S)N2CCOCC2)cc1)c1ccc([N+](=O)[O-])cc1[N+](=O)[O-],7,2,1,0,2,-2.4,-2,3,-3
O=C(Nc1cccc(Br)c1)c1ccc(CSc2ccccc2)cc1,-3,0,2,-2,3,3.4,1,-3,0
O=C(Nc1ccccc1Cl)OC1CCCCC1,4,2,-3,3,-2,1.8,-5,5,-2

# In a second layout: entries from further up.
# Values run as follows: BCLXL inh	GLD-1 TGE inh	PAFAH1B2 FP inh	pPAFAH inh	PME-1 inh	MEX-5 binding	Fam108B inh	MCL1 BIM primary	AHR activator
CN(CC(=O)NCCc1ccc(S(N)(=O)=O)cc1)CC(=O)Nc1ccccc1Cl
 : -16	4	5	-2	-1	nt	nt	-22	0
CCN1CCN(CCCNc2ncnc3nc[nH]c23)CC1
 : 6	-1	-3	3	-1	-2.4	1	8	6

# 2 consecutive entries already listed, quoted:
SMILES,BCLXL inh,GLD-1 TGE inh,PAFAH1B2 FP inh,pPAFAH inh,PME-1 inh,MEX-5 binding,Fam108B inh,MCL1 BIM primary,AHR activator
COc1ccccc1/C=C/C=NC1C(=O)N(c2ccccc2)[N+](C)=C1C (stereo not given),-1,7,6,2,0,1.9,1,-3,-1
Cn1c(N)c(S(=O)(=O)N2CCN(C(=O)c3ccco3)CC2)c(=O)n(C)c1=O,10,4,-3,1,-3,1.4,5,10,1

# (further entries)
SMILES,BCLXL inh,GLD-1 TGE inh,PAFAH1B2 FP inh,pPAFAH inh,PME-1 inh,MEX-5 binding,Fam108B inh,MCL1 BIM primary,AHR activator
Cc1ccccc1NC(=O)/C=C1\SC(=O)NC1=O,7,5,3,2,-1,1.2,1,0,1
CCCn1c2ccccc2c2cc(C(=O)O)ccc21,6,-2,17,11,1,-1.4,0,4,0
CCCCNC(=O)C1CCN(c2nc(C)cc(C)n2)CC1,-1,-1,6,1,2,1.4,7,4,2
O=C(NC(=S)Nc1ccc(N2CCOCC2)cc1)c1ccco1,9,-2,1,8,2,-0.5,-1,12,9
CC(C)NC(=O)C(c1ccc(F)cc1)N(C(=O)CCC(=O)Nc1ccccn1)C1CCCCC1 (stereo not given),9,-2,2,4,-4,1.1,3,10,0
Cc1ccnc(NC(=O)CCCc2c[nH]c3ccccc23)c1,2,-2,9,3,5,0.8,3,2,3
Cc1cccc(CNC(=O)Cn2ccc3cc(S(=O)(=O)N4CCCC4)ccc32)c1,-1,-8,2,4,10,-0.1,2,-7,2
O=c1c2cc([N+](=O)[O-])cc([N+](=O)[O-])c2[nH]n1-c1ccccc1,8,5,5,20,25,-4.3,9,15,11
CC(C)OCCCNC(=O)C1CCC(CNS(=O)(=O)c2ccc(Cl)cc2)CC1 (stereo not given),3,0,0,8,-4,-0.2,6,2,1
COCCn1c(SC(C)C(=O)NCC2CCCO2)nc2scc(-c3ccc(F)cc3)c2c1=O (stereo not given),-4,-4,-5,19,1,0.3,4,1,-4
CC(NC(=O)C1CCCN(S(=O)(=O)N2CCOCC2)C1)c1ccccc1 (stereo not given),4,-5,7,5,0,-1.4,0,0,2
Cc1cc(NCCCN2CCOCC2)n2nc(C)c(-c3ccc(F)cc3)c2n1,6,1,3,17,3,-0.1,1,-3,0
CCOc1ccc2nc(N(CCCN(C)C)C(=O)c3ccc(S(=O)(=O)N4CCCC4)cc3)sc2c1,0,0,-9,2,1,0.5,-3,3,-8
COc1ccc(-n2nc(C(=O)NCC(=O)N3CCN(c4ccccc4F)CC3)c3ccccc3c2=O)cc1,4,1,4,0,-3,0.1,-1,-1,0
CC(=O)Nc1ccc(NC(=O)C2CC(=O)N(c3cccc(Cl)c3)C2)cc1 (stereo not given),2,-1,4,0,4,-1.0,2,6,-1
COc1ccc(C(C)NS(=O)(=O)Cc2ccccc2)cc1 (stereo not given),4,6,14,9,1,1.2,-2,6,-3
CCOc1ccc(NC(=O)c2ccc(NC(=O)Cc3n[nH]c(=O)c4ccccc34)cc2)cc1,1,9,-12,0,-2,0.1,-14,-3,7
Cc1nnc(NC(=O)COc2ccc3c(C)cc(=O)oc3c2)s1,5,0,6,11,-1,1.3,-2,23,10
C=CCN(CC=C)C(=O)c1cc(Cl)ccc1[N+](=O)[O-],0,3,4,0,-3,4.2,-3,-2,0
CCOC(=O)Cn1nc(-c2ccc(C)cc2)c2ccccc2c1=O,2,3,1,3,2,0.9,3,3,1
C=CCOc1ccc(/C=C/C(=O)OCC(=O)NCC2CCCO2)cc1 (stereo not given),1,5,1,5,-4,0.0,0,2,1
c1ccc2[nH]c(NCc3ccc4c(c3)OCO4)nc2c1,5,3,10,12,-1,-3.1,0,5,17
NC(=O)c1ccccc1OCC(=O)NC12CC3CC(CC(C3)C1)C2,-1,-7,6,1,-5,0.2,-1,-20,4
CC1CCCCC1NC(=O)CCS(=O)(=O)c1cc2c(cc1Cl)NC(=O)CO2 (stereo not given),9,-2,6,4,1,2.4,1,4,-1
CCOCCCNc1nc(-c2ccccc2)nc2ccccc12,2,0,-2,1,-6,2.1,-2,6,14
Cc1nnc(SCC(=O)N2CC(C)OC(C)C2)n1-c1ccccc1 (stereo not given),1,-7,4,1,4,0.5,2,-5,1
Cc1cc(CN2CCC(N3CCC(C(=O)NC4CC4)CC3)CC2)cc(C)c1O,-2,2,-1,-6,-6,3.7,3,1,-1
O=C(COc1ccc(Cc2ccccc2)cc1)c1ccc(F)cc1,0,3,4,0,-7,-1.0,-6,3,3
